Bioassay records (PubChem)
Granule exo inh – blocks lytic granule exocytosis. TALL-104 LAMP-1 surface exposure, flow cytometry; cells stimulated with thapsigargin and PMA. inhibition, % at 10 µM. 360,000 compounds, 0.66% hits. AID 651702;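 active = inhibition above about 55%, limit read from the data; inconclusive = no clear call, values can overlap the other calls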
PDI inh – blocks human protein disulfide isomerase activity | PDI insulin aggregation turbidity, A650, 90 min | P07237 | inhibition, % at 10 µM | 350,000 compounds, 0.052% hits;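 active = mean inhibition across replicates of 30% or more, whatever share of single replicates reach that level; inconclusive = mean inhibition below 30% while every single replicate reaches 30%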;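 also: absorbance from insulin aggregation driven by PDI reduction with DTT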
m5-HT2A agonist – activates the mouse 5-HT2A serotonin receptor. 360,000 compounds, 0.66% hits. P35363. AID 624169. activation, % at 7.6 µM. CHO-K1 mHTR2A beta-arrestin complementation, luminescence; percent of 30 µM serotonin response;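 active = activation above a run cutoff, the mean activation of all tested compounds plus 3 SD, cut at about 14% in these data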;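 also: 0% = plate median of compound wells and 100% = 30 µM serotonin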
MC4R barr agon – human MC4R agonism via beta-arrestin | AID 540308 | 360,000 compounds, 0.98% hits | P32245 | U2OS MC4R beta-arrestin complementation, luminescence; percent of melanotan II response, DMSO zero | activation, % at 8.9 µM;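 active = activation above a per-plate cutoff, the mean activation of sample wells on that plate plus 3 SD, cut at about 8% in these data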
ABCB6 inh MLPCN – inhibitors of human ABC transporter ABCB6; Q9NP58; K562-ABCB6 porphyrin accumulation, flow cytometry, 1 h; stronger effect = lower value; fluorescence ratio to DMSO, % at 10 µM; 360,000 compounds, 0.19% hits;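 active = fluorescence ratio to DMSO below 75%, the collection mean minus 3 SD; inconclusive = too few cells collected in the well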;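 also: signal is porphyrin accumulated inside mitochondria; 100% equals median channel fluorescence of DMSO control wells; lower ratio means ABCB6 inhibition with less porphyrin fluorescence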
ABHD5 PLIN5 PPI – ABHD5-PLIN5 protein interaction inhibition. inhibition, % at 4 µM. 360,000 compounds, 0.78% hits. AID 602281. Q00G26+Q8WTS1. Split G. princeps luciferase complementation, luminescence, 4 h;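 active = inhibition above the mean inhibition across every tested compound plus 3 SD, cut at about 22% in these data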;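 also: 0% = DMSO only wells and the 100% control is not disclosed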
Target sequence (Q00G26 whole entry, looked up): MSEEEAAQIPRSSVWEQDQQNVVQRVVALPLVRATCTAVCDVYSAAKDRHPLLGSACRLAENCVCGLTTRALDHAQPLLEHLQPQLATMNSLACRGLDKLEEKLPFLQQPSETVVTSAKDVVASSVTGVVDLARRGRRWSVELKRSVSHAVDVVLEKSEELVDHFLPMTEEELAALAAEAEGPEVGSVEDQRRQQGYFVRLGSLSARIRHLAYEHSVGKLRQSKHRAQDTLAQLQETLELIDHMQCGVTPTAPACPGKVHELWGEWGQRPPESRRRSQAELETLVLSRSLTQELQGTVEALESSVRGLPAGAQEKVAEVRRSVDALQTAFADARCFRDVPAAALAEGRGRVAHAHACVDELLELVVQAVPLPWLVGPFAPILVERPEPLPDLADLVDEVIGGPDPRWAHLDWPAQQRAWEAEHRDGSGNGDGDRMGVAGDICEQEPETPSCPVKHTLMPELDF
Target sequence (Q8WTS1 whole entry, looked up): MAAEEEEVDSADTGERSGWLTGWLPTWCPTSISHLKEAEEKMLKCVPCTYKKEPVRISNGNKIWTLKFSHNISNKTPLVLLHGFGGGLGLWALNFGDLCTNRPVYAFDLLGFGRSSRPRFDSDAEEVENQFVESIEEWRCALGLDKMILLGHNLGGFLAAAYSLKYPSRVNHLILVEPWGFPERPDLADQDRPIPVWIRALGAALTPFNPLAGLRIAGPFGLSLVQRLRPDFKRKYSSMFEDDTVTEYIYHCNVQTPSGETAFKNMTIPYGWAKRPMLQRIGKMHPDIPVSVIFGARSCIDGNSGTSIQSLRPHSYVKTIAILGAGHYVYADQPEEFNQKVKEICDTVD
N-glyco inh – blocks N-linked glycosylation in D54 reporter cells; D54 ERlucT glycosylation luciferase reporter, 24 h; percent of 100 nM tunicamycin response; reporter increase, % at 12.5 µM; 360,000 compounds, 0.23% hits;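 active = mean luciferase reporter signal, scaled so untreated is 0 and the glycosylation-blocking control 100, at or above a set limit in every replicate; inconclusive = mean reaches the limit but not every replicate does; inactive = mean below the limit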;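 also: luciferase carries N-glycosylation sites so blocking glycosylation raises the light; 0% = median of neutral control wells and 100% = median of 100 nM tunicamycin wells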
MC4R antag cAMP – antagonists of human melanocortin 4 receptor (MC4R); P32245; MC4R-expressing cells, MTII-stimulated cAMP, LANCE TR-FRET; inhibition, % at 6.5 µM; 360,000 compounds, 0.48% hits;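 active = inhibition above its plate's cutoff, the mean of tested wells on that plate plus 3 SD, cut at about 29% in these data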;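 also: 0% = Melanotan II alone and 100% = Melanotan II plus saturating MCL0020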
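system = U2OS cells with stable human MC4R expression | also added = Melanotan II challenge after compound preincubation | dosing = one concentration, 6.5 µM nominal | incubation = compound 30 min, challenge 1 h, detection 1 h | measured by = TR-FRET with Eu-cAMP and labeled anti-cAMP, 671 nm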
H9c2 protect – protects H9c2 cardiomyocytes from peroxide injury; 360,000 compounds, 0.63% hits; protection from H2O2 cell death, % at 20 µM; H2O2 injury protection, ATPLite, 2 h; AID 588492;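 active = compounds giving at least 50% protection of heart cells from peroxide-induced death in the single-dose screen, raw or plate-pattern-corrected value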;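 also: 0% = DMSO wells with peroxide and 100% = DMSO wells without peroxide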
CaV13 ICDI inh – Primary screen for inhibitors of IQ motif and Ca2+-dependent inactivation inhibitor domain binding in CACNA1D, Förster resonance energy transfer in living cells, …; HEK cells, CFP/YFP FRET ICDI-IQ, plate reader, 10 min; percent FRET-ratio fall versus neutral wells; inhibition, % at 12.3 µM; 340,000 compounds, 0.098% hits;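 active = mean replicate inhibition of at least 30% and at least 1% of replicates passing that level; inconclusive = only one of the two criteria is met; inactive = neither criterion is met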;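 also: 0% = median of the neutral control wells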
An asterisk follows results filed as active; ? = inconclusive; · = no result given.

smiles	Granule exo inh	PDI inh	m5-HT2A agonist	MC4R barr agon	ABCB6 inh MLPCN	ABHD5 PLIN5 PPI	N-glyco inh	MC4R antag cAMP	H9c2 protect	CaV13 ICDI inh
Cc1ccc2c(c1)N(C(=O)CCC(=O)NCCCN1CCN(C)CC1)CC(C)O2 (centres undefined)	14.7	·	-2.9	-0.8	97.0	8.0	0.9	9.5	2.3	?
CCOc1cc(NC(=S)NCC2CCCO2)c(OCC)cc1NC(=O)c1ccccc1C (centres undefined)	5.2	5.8	-0.8	-0.5	99.0	2.1	-0.1	29.8*	0.1	-5.2
c1ccc(-c2cnnc(N3CCCCC3)n2)cc1	4.0	7.9	-0.2	3.5	97.0	-3.0	-4.5	3.8	-4.2	-6.8
CC12CCC(C(=O)N3CCc4ccccc43)(CC1=O)C2(C)C (centres undefined)	-2.1	-2.8	-0.5	-0.8	95.0	4.2	3.1	4.9	4.7	·
COc1ccc(Cc2c(-c3ccc(C)cc3)nc3c(C)cc(Br)cn23)c(C)c1	-0.2	·	-1.6	·	98.0	-1.6	-1.1	·	0.0	-5.7
COc1ccc(OC)c(NC(=O)N[C@@H](Cc2ccccc2)C(=O)O)c1	-1.9	2.1	2.0	-1.0	91.0	-1.2	2.7	2.1	3.9	-9.1
CCOc1ccc(NC(=S)N2CCCN(Cc3cccc(Cl)c3)C2)cc1	-0.8	-6.2	-9.2	2.5	96.0	8.2	1.3	14.7	-2.6	-4.7
Cc1ccc(CCCOC(=O)C[N+]2(C)CCCC2)cc1	-3.8	-4.4	-1.1	-0.5	94.0	5.5	1.3	13.7	4.9	-4.9
Cc1ccc(NC(=O)COC(=O)c2ccc(-n3cnnn3)cc2)c(Br)c1	-0.4	-7.7	3.7	-0.5	94.0	-1.8	0.7	-1.5	-5.3	-5.3
O=C1C(=O)N(c2nccs2)C(c2ccccc2F)/C1=C(\O)c1ccc2c(c1)OCCO2 (centres undefined)	-2.1	-9.7	6.0	-2.7	103.0	1.4	-2.7	11.1	0.5	-7.3
CCOC(=O)c1nc(S(C)(=O)=O)ncc1Cl	37.7	-5.4	-1.7	2.7	96.0	54.7*	-7.9	16.1	-16.7	-7.0
Cc1sc2ncn(CC(=O)NCCCC(=O)N3CCCCC3)c(=O)c2c1C	-3.6	-1.1	-1.8	-0.6	98.0	-1.9	0.3	-4.5	-0.4	-3.2
C=CCc1ccccc1OCC(O)CN(C(C)C)C(C)C (centres undefined)	-3.0	-9.8	-5.2	-0.1	99.0	-0.2	-1.7	1.8	1.6	-0.9
Cn1cc(C(=O)C(=O)NC2CCCCC2)c2ccccc21	7.6	-3.2	-4.0	-3.7	95.0	-0.2	1.4	0.2	2.8	·
Cc1cc(/C=C2\SC(=S)NC2=O)c(C)[nH]1	-2.3	2.1	-1.1	-1.8	98.0	3.0	0.2	-1.1	-1.6	-6.6
COc1cccc(N=CC2=C(O)CC(C)(C)CC2=O)c1	-1.8	-2.3	2.0	-0.1	106.0	-0.5	-0.5	-5.8	16.7	·
COc1ccc2c(c1)C(O)C(CO)C(C(=O)O)C2 (centres undefined)	-1.1	3.2	15.8*	-0.1	91.0	-2.1	1.4	2.5	4.9	-6.5
CC1CCCCN1C(=O)CSc1nc(N)nc(N)n1 (centres undefined)	-6.3	2.2	0.6	0.5	95.0	6.2	3.0	4.1	-2.4	-5.0
COc1ccccc1CC(Cc1nc2ccccc2[nH]1)c1nc2ccccc2[nH]1 (centres undefined)	0.1	-2.1	-6.7	1.6	91.0	2.6	-0.1	-5.7	-7.1	-4.7
CCCCN(C)S(=O)(=O)c1cc(Br)cc2c1N(C(=O)C1CC1)CC2	0.9	-3.1	-2.6	-0.5	91.0	-2.8	-3.9	-1.3	-14.8	·
O=C(NCCC(=O)N1CCCC(C(F)(F)F)C1)c1ccc(Br)cc1 (centres undefined)	9.8	7.2	-4.2	-2.9	97.0	-7.3	0.3	-4.5	-6.1	-5.7
COc1cccc(C2C(=O)N(C3CCCCC3)CC(=O)N2Cc2ccc(F)cc2)c1 (centres undefined)	-1.8	-0.7	-2.1	-2.0	93.0	4.3	-5.7	9.8	0.4	-7.1
Cc1ccc(N(CCC#N)C(=O)COC(=O)c2ccccn2)cc1	-1.8	-1.9	3.9	-0.1	104.0	16.5	1.7	4.9	-0.5	-9.2
CC(C)[C@H](NC(=O)c1ccccc1)C(=O)OCC(=O)NCc1ccc2c(c1)OCO2	0.3	8.3	-2.8	-1.7	95.0	1.5	0.4	7.0	-1.0	-6.2
N#Cc1c(N)c(C(=O)c2ccc(Br)cc2)n2c1CCC2	-1.7	-8.0	0.7	-0.1	98.0	6.3	-1.9	2.8	-10.9	-1.7

Brought forward from above: 2 compounds; new compounds follow.
smiles	Granule exo inh	PDI inh	m5-HT2A agonist	MC4R barr agon	ABCB6 inh MLPCN	ABHD5 PLIN5 PPI	N-glyco inh	MC4R antag cAMP	H9c2 protect	CaV13 ICDI inh
CC(C)[C@H](NC(=O)c1ccccc1)C(=O)OCC(=O)NCc1ccc2c(c1)OCO2	0.3	8.3	-2.8	-1.7	95.0	1.5	0.4	7.0	-1.0	-6.2
N#Cc1c(N)c(C(=O)c2ccc(Br)cc2)n2c1CCC2	-1.7	-8.0	0.7	-0.1	98.0	6.3	-1.9	2.8	-10.9	-1.7
O=c1cc(CCc2ccccc2)oc2cccc(O)c12	3.8	·	-0.6	1.6	91.0	8.2	-3.7	-1.5	-0.7	·
COCc1cc(=O)[nH]c2cc(NC(=O)c3cccc(OC)c3)c(C)cc12	10.3	-45.7	0.3	-1.4	93.0	-4.9	-3.6	-3.1	5.5	-3.9
COc1ccccc1CCn1c(N)cc(=O)[nH]c1=O	6.5	-5.9	7.2	0.6	98.0	3.9	1.1	4.1	7.8	-6.0
CNC(=O)C(=O)NCC1OCCN1S(=O)(=O)c1ccc(C)cc1 (centres undefined)	-6.2	-10.8	-7.2	-1.9	97.0	1.6	1.7	5.3	2.4	-5.4
O=C(O)C1=C(C(=O)Nc2ccc(F)c(Cl)c2)CCCC1	-2.8	6.7	3.7	-1.4	100.0	1.1	1.6	4.1	-2.8	-4.2
O=C(OCC#CCSc1nnc(-c2ccc(Br)cc2)o1)c1ccco1	-6.9	-0.2	3.0	-0.4	90.0	5.3	2.4	-0.5	-2.4	-5.1
CCOc1ccc2nc(/N=C/c3c(C)[nH]n(-c4ccccc4)c3=O)sc2c1	3.5	0.6	1.8	1.8	97.0	-1.4	0.5	-4.0	-7.5	-3.2
O=C(N/N=C/c1ccccn1)c1cc(-c2ccccc2)nc2ccccc12	6.5	2.8	-4.7	-1.0	97.0	-1.9	19.5	-3.4	37.2	-18.9
CCOc1cc(C2C(C(C)=O)=C(C)Nc3ncnn32)ccc1O (centres undefined)	1.1	-7.4	14.6*	0.5	97.0	0.5	-0.6	15.4	-1.2	·
CC(C)n1nnnc1SCC(=O)N1CCOCC1	0.4	-4.1	-2.3	-2.0	103.0	-2.6	-1.2	13.5	3.9	-3.7
O=C1CCN(Cc2ccccc2)S(=O)(=O)c2ccccc21	10.3	3.7	-4.2	-2.2	97.0	-5.2	-0.3	-5.7	3.6	-8.4
COc1ccc(C2C3=C(CC(c4ccco4)CC3=O)Nc3ccccc3N2C(C)=O)cc1 (centres undefined)	0.1	-11.2	-2.4	-2.4	97.0	10.9	-3.2	-3.0	8.4	-1.9
COc1ccc(C2CC(=O)Oc3cc(O)ccc32)cc1 (centres undefined)	-4.3	-2.2	0.8	0.2	105.0	-5.2	0.8	18.3	5.9	-6.3
CCCc1cc(=O)oc2c3c(cc(OCC(=O)N[C@@H](CSC)C(=O)O)c12)OC(C)(C)CC3	-8.3	-4.9	1.0	-1.4	97.0	-16.9	1.2	1.4	1.6	-3.3
CC1CCc2onc(C(=O)O)c2C1 (centres undefined)	-1.6	-9.9	-0.3	0.2	92.0	1.6	3.0	8.5	-9.1	-4.2
c1ccc(-c2nc3ccccc3nc2-c2ccccn2)nc1	-2.7	-0.2	-6.5	0.9	95.0	5.3	-0.1	16.5	-4.6	-4.9
CCN(CC)C(=O)C(C(=O)c1cccc([N+](=O)[O-])c1)n1cc(Cl)ccc1=O (centres undefined)	0.0	4.0	1.6	-0.1	97.0	-1.6	1.6	10.1	3.1	6.0
COC1(OC)N=C(N)C2(C#N)C(c3ccc4c(c3)OCO4)C12C#N (centres undefined)	-0.8	-1.1	4.7	1.2	114.0	5.3	-1.1	2.2	-2.2	-6.5
CCOC(=O)c1sc(NC(=O)C(CC)Sc2nnc3c4ccccc4n(CC)c3n2)nc1C (centres undefined)	8.4	12.5	4.9	1.8	95.0	-4.0	-2.1	1.0	2.8	-4.6
O=C(NCc1cccnc1)C1CCCN(Cc2cnn(-c3ccccc3)c2-n2cccc2)C1 (centres undefined)	-0.1	7.3	-1.8	-1.9	96.0	0.2	1.0	5.1	4.2	-5.2
CSc1cccc2sc(NC(=O)C3=COCCO3)nc12	-3.6	0.5	-3.9	-1.8	94.0	-11.7	6.9	3.2	-0.6	-5.8
O=C(NCc1ccco1)C1CCCN(S(=O)(=O)c2ccc(Cl)cc2)C1 (centres undefined)	-4.6	-0.8	5.8	-1.0	98.0	3.9	-2.4	1.0	3.9	-3.9
Brc1ccc(-c2nc(-c3ccncc3)no2)o1	4.7	-22.2	1.9	2.4	78.0	16.4	-2.7	1.1	-4.9	-5.2
CCOc1ccc(-c2nnc3ccc(SCC(=O)NCc4ccco4)nn23)cc1	-3.6	-13.8	6.0	-1.3	89.0	4.2	-1.4	4.1	7.4	-7.6
Cc1c(C(=O)NCc2ccccn2)oc2ccc(Br)cc12	2.9	1.2	-7.3	-4.0	98.0	6.7	-0.6	13.0	-1.7	-6.1
Cc1ccccc1C(=O)O/N=C(\c1ccccc1)c1ccccn1	3.2	-4.6	23.1*	2.0	99.0	5.5	4.4	-3.6	-8.0	-4.5
Cc1c(CCO)c(=O)n(-c2ccccc2)n1S(=O)(=O)c1ccc(Cl)cc1	-0.6	-1.8	1.2	-0.6	148.0	-7.9	0.0	0.0	-8.3	-3.8

Among those listed so far, these contain a cyano group.
smiles	Granule exo inh	PDI inh	m5-HT2A agonist	MC4R barr agon	ABCB6 inh MLPCN	ABHD5 PLIN5 PPI	N-glyco inh	MC4R antag cAMP	H9c2 protect	CaV13 ICDI inh
Cc1ccc(N(CCC#N)C(=O)COC(=O)c2ccccn2)cc1	-1.8	-1.9	3.9	-0.1	104.0	16.5	1.7	4.9	-0.5	-9.2
N#Cc1c(N)c(C(=O)c2ccc(Br)cc2)n2c1CCC2	-1.7	-8.0	0.7	-0.1	98.0	6.3	-1.9	2.8	-10.9	-1.7
COC1(OC)N=C(N)C2(C#N)C(c3ccc4c(c3)OCO4)C12C#N (centres undefined)	-0.8	-1.1	4.7	1.2	114.0	5.3	-1.1	2.2	-2.2	-6.5
